aSyn UTR inh = MLPCN primary screen, SNCA 5' untranslated region; alpha-synuclein 5'UTR reporter, inhibitor activity; inhibition, % (tested at 7.5 µM); actives 0.82% (n = 300,000); in the data active = inhibition above about 60%;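 note: H4 neuroglioblastoma cells stably carrying SNCA 5'UTR luciferase fusion; 0% = DMSO wells and 100% = positive control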
HSF1 inh = HSF1 inhibition | AID 2098 | activity change, negative = inhibition, % at 7.5 µM (by protocol) | actives 0.77% (n = 300,000) | NIH3T3-HGL HSE-luciferase, MG132-induced, luminescence 8 h; hits give low values;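 active = more than half of replicate wells show activity change below -50%, luminescence cut by over half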;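 note: luciferase reports HSF-1 transcriptional activity via heat shock element; 0% = median of DMSO wells and -100% = zero luminescence signal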
GSK3 alpha inh = inhibitors of human GSK-3 alpha kinase | P49840 | ADP-Glo luminescence, 60 min | inhibition, % at 10 µM | actives 0.1% (n = 320,000) | AID 2650;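 in the data active = inhibition above about 50%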;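 note: GST-tagged GSK-3 alpha with peptide substrate and 25 µM ATP; 0% = DMSO neutral wells and 100% = GW8510 positive control wells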
Target sequence (P49840 whole entry, looked up): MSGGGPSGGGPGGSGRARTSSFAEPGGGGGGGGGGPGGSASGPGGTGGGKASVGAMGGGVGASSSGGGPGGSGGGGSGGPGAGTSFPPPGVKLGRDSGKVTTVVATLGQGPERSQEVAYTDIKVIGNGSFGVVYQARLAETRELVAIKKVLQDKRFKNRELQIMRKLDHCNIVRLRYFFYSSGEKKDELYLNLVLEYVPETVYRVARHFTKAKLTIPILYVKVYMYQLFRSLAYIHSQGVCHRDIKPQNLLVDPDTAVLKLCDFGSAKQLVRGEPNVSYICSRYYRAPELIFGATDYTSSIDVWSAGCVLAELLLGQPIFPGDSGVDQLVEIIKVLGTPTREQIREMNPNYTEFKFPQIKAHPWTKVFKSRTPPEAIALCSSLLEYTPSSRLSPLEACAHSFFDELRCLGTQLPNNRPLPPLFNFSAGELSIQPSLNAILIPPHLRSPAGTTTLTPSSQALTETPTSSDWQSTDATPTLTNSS
GSK3B inh = inhibitors of human GSK3beta kinase; P49841; GST-GSK3beta kinase, ADP-Glo luminescence, 60 min; hits give low values; activity score (negative = inhibition), % at 10 µM; actives 0.038% (n = 300,000);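 active = more than half of replicate wells score below -50%, meaning over 50% inhibition versus plate controls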;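 note: 0% = median DMSO wells and -100% = median GW8510 positive control wells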
Target sequence (P49841 whole entry, looked up): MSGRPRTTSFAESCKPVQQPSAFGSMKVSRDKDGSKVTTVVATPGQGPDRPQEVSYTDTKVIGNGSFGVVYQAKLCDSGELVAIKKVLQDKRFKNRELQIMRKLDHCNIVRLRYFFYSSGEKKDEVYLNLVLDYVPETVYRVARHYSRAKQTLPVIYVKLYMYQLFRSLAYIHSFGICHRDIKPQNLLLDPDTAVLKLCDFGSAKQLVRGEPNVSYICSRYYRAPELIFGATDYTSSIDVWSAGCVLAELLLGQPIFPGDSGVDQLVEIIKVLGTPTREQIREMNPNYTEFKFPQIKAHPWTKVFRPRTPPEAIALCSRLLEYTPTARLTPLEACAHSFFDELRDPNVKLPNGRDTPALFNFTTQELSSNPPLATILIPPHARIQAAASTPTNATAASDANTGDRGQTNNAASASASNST
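test system = GST-tagged human GSK3beta kinase, cell-free | reagent = 25 µM ATP with peptide substrate | dosing = one dose of 10 µM per compound | schedule = 60 min reaction, RT | detection = luminescent ADP-Glo measurement of ADP formed | control set = DMSO neutral wells and GW8510 at 20 µM as positive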
KLF5 inh = inhibitors of KLF5 expression. DLD-1 KLF5 promoter-luciferase reporter, luminescence. inhibition, % at 5 µM. actives 0.23% (n = 290,000);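 active = inhibition above a per-plate limit of that plate's mean compound inhibition plus 3 SD, cut at about 60% in these data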;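 note: 0% = DMSO wells and 100% = LY294002 at 200 µM; higher means less KLF5 promoter-driven luciferase light; inactives centre near -14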
HSF1 activator = increases HSF-1 driven luciferase reporter signal; actives 1.7% (n = 300,000); NIH3T3-HGL HSF-1 luciferase reporter, MG132, 8 h; 100% = twice DMSO control signal; activation, % at 9 µM;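 active = mean replicate activation of at least 50% with a set share of replicates each reaching 50%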;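 note: 0% = median of the neutral control wells and 100% = twice that signal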
HSP90 refold inh = HSP90 refolding inhibition in rabbit reticulocyte lysate; inhibition, % at 5.6 µM; actives 0.91% (n = 290,000); luciferase refolding luminescence, 3 h;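 active = inhibition above the screen-wide mean plus 3 SD, computed separately per campaign, cut at about 16% in these data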;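 note: 0% = DMSO wells and 100% = 60 µM geldanamycin wells; inhibitors lower the luminescence because luciferase stays unfolded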
AI-2 QS modul = modulators of Vibrio harveyi AI-2 quorum sensing system | Vibrio harveyi JMH597 AI-2 luminescence/OD600 ratio, 9 h; hits give low values; strain lacks LuxN and CqsS sensors; 0 = neutral-control median | activity change, % at 7.5 µM | actives 0.4% (n = 300,000) | AID 2094; in the data active = activity change below about -75%, passing the limit was not always enough;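 note: luminescence divided by OD600 gain over 9 h not by final OD600 alone; inactives centre near 13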
PolyA inh = inhibitors of polyadenylation in S. cerevisiae | actives 0.02% (n = 300,000) | AID 1875 | calls only at 12 µM | S. cerevisiae SKY197-pL101 polyadenylation reporter, beta-gal luminescence; efflux-impaired pdr1/pdr3 knockout yeast; score 100 = 6 SD above DMSO;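 active = lowest replicate activity score at least 50, where 100 means six control SD above control mean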;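 note: yeast exposed to compound for 9 h at 30 °C; higher score means more reporter readthrough which indicates perturbed polyadenylation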
IEC-6 cytotox = IEC-6 cytotoxicity, counter-screen for KLF5 inhibitors | AID 1825 | actives 0.78% (n = 290,000) | inhibition, % at 5 µM | luminescence viability; in the data active = inhibition above about 22%;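 note: 0% = plate median of test compound wells and 100% = cytotoxic reference compound wells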
* = called active by the depositor; i = inactive; . = no result given. Only part of the results is shown (hit frequency here may not be typical).

The line under a structure holds: aSyn UTR inh, HSF1 inh, GSK3 alpha inh, GSK3B inh, KLF5 inh, HSF1 activator, HSP90 refold inh, AI-2 QS modul, PolyA inh, IEC-6 cytotox
(1) COc1ccc(N2CCOCC2)c(NC(=O)c2cccc3ccccc23)c1
    2, -5, 0, 0, -10, -6, -1, 23, i, 6
(2) CCn1c(SCC(=O)NCCOC)nc2sc(C)c(C)c2c1=O
    13, -2, ., -1, -10, -3, -1, 11, i, -3
(3) Clc1ccc(Cn2ccc3ccccc32)cn1
    9, 0, -1, 4, -8, 6, -3, 5, ., -1
(4) CC(NC(=O)c1cc(-c2ccccc2)on1)c1ccccc1 (stereo unspecified)
    15, 16, 1, 2, -18, 25, 2, 16, ., -5
(5) Cc1cc(Br)cc(C)c1NC(=O)c1ccc(C#N)cc1F
    2, 1, 0, -1, -36, 9, 3, 9, i, 2
(6) COc1ccc(OCC(O)CNC(=O)c2ccccc2C(=O)O)cc1 (stereo unspecified)
    13, 3, -1, 4, -8, -13, -1, 9, i, 5
(7) c1ccc(C2=Nn3c(nnc3-c3ccccn3)SC2)cc1
    11, 5, 5, 1, -11, 30, 2, 17, i, 1
(8) CC(C)c1ccc(NC(=O)CSc2nc3ccccc3nc2N2CCCC2)cc1
    1, -5, -4, 1, -10, -14, 0, 16, i, -4
(9) Cc1ccc(S(=O)(=O)N[C@H](C(=O)N2CCC(C(=O)N[C@@H](CC(=O)O)C(=O)O)CC2)C(C)C)cc1
    3, -1, 4, 2, -27, -2, -5, 10, i, -5
(10) CCc1nnc(SCC(=O)Nc2ccc3c(c2)OCO3)n1CC
    12, -3, 0, 0, -32, -10, -3, 19, i, -2
(11) COc1ccc(CNC(=O)C2CCCN(S(=O)(=O)c3c(C)nn(C)c3C)C2)cc1 (stereo unspecified)
    -12, 2, 5, 0, -9, 3, 1, 36, i, 2
(12) CC1CCCC(C)N1C(=O)C1CCCCC1 (stereo unspecified)
    -15, 6, -1, -1, -19, -17, -2, 4, i, -4
(13) CCn1cc(S(=O)(=O)CC(=O)N2CCc3ccccc32)c2ccccc21
    -7, -1, -2, 1, ., 4, ., 11, i, .
(14) Cc1nnc(N2C(=O)C(=O)/C(=C(/O)c3ccc4c(c3)OCCO4)C2c2ccc([N+](=O)[O-])cc2)s1 (stereo unspecified)
    -1, 7, 2, 1, -18, 13, 4, 34, i, -9
(15) Cc1nn2c(NCc3ccccn3)c3c(nc2c1-c1ccccc1)CCC3
    5, -13, -2, 0, 27, -6, -5, 20, i, 95*
(16) O=C(NC1CCCCC1)c1ccc(-n2cnnn2)cc1
    11, -3, -1, 2, -14, -3, -1, 6, i, 0
(17) COC(=O)c1ccccc1NC(=O)CSc1ccccc1
    -10, 2, 0, 1, 4, 30, 2, 6, i, 3
(18) CCOc1cc(C2NN=C(c3ccc(C)cc3)S2)ccc1O (stereo unspecified)
    ., ., 1, ., -25, ., -6, ., ., 13
(19) O=C(Nc1cccnc1)c1cc(S(=O)(=O)N2CCOCC2)ccc1Br
    3, -6, -3, -2, -52, 8, 0, 0, i, -1
(20) S=C1NCCC12C(=S)Nc1ccccc12 (stereo unspecified)
    -2, 4, 1, 0, ., 8, ., 2, i, .

Full records from above. Order of values: aSyn UTR inh | HSF1 inh | GSK3 alpha inh | GSK3B inh | KLF5 inh | HSF1 activator | HSP90 refold inh | AI-2 QS modul | PolyA inh | IEC-6 cytotox
c1ccc(C2=Nn3c(nnc3-c3ccccn3)SC2)cc1 is listed with 11 | 5 | 5 | 1 | -11 | 30 | 2 | 17 | i | 1
Cc1cc(Br)cc(C)c1NC(=O)c1ccc(C#N)cc1F is listed with 2 | 1 | 0 | -1 | -36 | 9 | 3 | 9 | i | 2

(next part)
The line under a structure holds: aSyn UTR inh, HSF1 inh, GSK3 alpha inh, GSK3B inh, KLF5 inh, HSF1 activator, HSP90 refold inh, AI-2 QS modul, PolyA inh, IEC-6 cytotox
(21) Nc1cc(=O)[nH]c(SCC(=O)Nc2nc3ccc([N+](=O)[O-])cc3s2)n1
    -32, 5, 2, 3, -5, 27, 5, -1, i, 3
(22) Cc1ccc(C(=O)N/C(=C/c2ccc(-c3ccc(Br)cc3)o2)C(=O)NC2CCS(=O)(=O)C2)cc1 (stereo unspecified)
    -11, 1, -3, -2, -4, -23, -2, 2, i, -3
(23) Cc1ccc(-c2cccc(C3CC=CC4C3C(=O)N(Cc3ccccc3)C4c3ccc(C(F)(F)F)cc3)c2)cc1 (stereo unspecified)
    24, -8, -1, -3, ., -16, ., 13, i, .
(24) COCCn1nnnc1C(c1ccc(OC)c(OC)c1)N1CCN(C(=O)c2ccco2)CC1 (stereo unspecified)
    12, 1, -1, -12, -24, -21, 6, 11, i, 5
(25) CC(NC(=O)OCc1ccccc1)C(=O)Oc1cc2oc(=O)cc(-c3ccccc3)c2cc1Cl (stereo unspecified)
    -2, -15, 2, 6, -10, -20, 0, 36, i, -1
(26) CN1C(=S)SC(N(O)C(=O)Nc2ccc(Cl)c(Cl)c2)C1(C)C (stereo unspecified)
    20, 0, -2, 0, -9, -1, 10, 5, i, 7
(27) Nc1ccc(NC(=O)Nc2ccc(N)cc2)cc1
    -5, 3, -1, -2, -43, 7, -2, 11, i, 2
(28) COc1ccc(NC(=O)CS(=O)CC(=O)Nc2cc(Cl)ccc2OC)cc1 (stereo unspecified)
    17, -5, -1, -4, -15, -21, 1, 7, i, -3
(29) O=C(CN1C(=O)C2CC=CCC2C1=O)Nc1nc2ccc(F)cc2s1 (stereo unspecified)
    2, -3, 5, -2, -17, 3, 0, -2, i, -2
(30) C=CCN(C(=O)CNC(=O)c1ccco1)C(C(=O)NC1CCCCC1)c1ccc(OC)cc1 (stereo unspecified)
    2, -8, -1, -2, 2, -10, 3, 3, i, 5
(31) O=C(NCc1ccco1)C1CC(c2ccc(Cl)cc2)=NO1 (stereo unspecified)
    -31, 3, -2, 2, -28, 13, 2, 11, i, 8
(32) Cc1nc2c(=O)[nH]c(=S)n(C)c2nc1C
    22, 13, -3, -6, -21, -5, 1, 10, i, 10
(33) Cc1nn2cc(-c3ccccc3)nc2[nH]c1=O
    -31, -5, 28, -8, -44, -12, -10, 34, i, -7
(34) CSc1ccc(S(=O)(=O)N2CCC(C(=O)NCc3ccco3)CC2)cc1
    -19, 3, 4, 4, -13, -1, -1, -90*, i, 3
(35) CSc1ccccc1NC(=O)COc1nsnc1N1CCOCC1
    18, -1, 3, 1, -31, -2, -5, 24, i, 3
(36) COc1ccc(OC(=O)c2cccc([N+](=O)[O-])c2)c(C(=O)/C=C/c2cccs2)c1
    -29, 8, 1, 1, -25, 25, 1, -6, i, -5
(37) CCN1CCSc2ccc(C(=O)NCc3cc(Br)ccc3OC)cc21
    9, 0, -1, 2, -8, -24, -2, 1, i, 5
(38) CCN(C(=O)c1cc([N+](=O)[O-])ccc1NCc1cccnc1)c1ccccc1
    14, -6, 0, -1, -13, -6, -2, 3, i, -3
(39) O=S(=O)(c1ccc(F)cc1)N1CCN(C(=S)NCC2CCCO2)CC1 (stereo unspecified)
    20, 2, -4, 1, ., 1, ., 11, i, .
(40) CSC1=NSC2=NC(=O)/C(=C/c3coc4ccccc4c3=O)C(=N)N12
    ., ., 4, ., -12, ., -4, ., ., -1

41) CCc1ccc(N2CCN(C(=O)c3ccc4c(c3)OCO4)CC2)cc1
42) NC(=S)N/N=C/c1ccc(-c2cccc([N+](=O)[O-])c2)o1
43) COc1cccc(N=Cc2c[nH][nH]c2=O)c1
44) COc1cc(OC)c(/C=N/n2c(C3CCCCC3)n[nH]c2=S)c(OC)c1
45) CCOC(=O)N1CCN(C(=O)Cn2c(=O)sc3ccccc32)CC1

compound no.	41	42	43	44	45
aSyn UTR inh	12	-31	-17	3	3
HSF1 inh	-2	10	9	-3	3
GSK3 alpha inh	-2	-1	2	-1	-2
GSK3B inh	5	1	1	-1	3
KLF5 inh	4	-24	-5	-45	-20
HSF1 activator	-3	15	4	13	2
HSP90 refold inh	-8	2	-1	-2	-1
AI-2 QS modul	30	14	0	-1	9
PolyA inh	i	i	i	i	i
IEC-6 cytotox	-7	-17	-9	-2	2

Quoted at random: five compounds from above.
45) CCOC(=O)N1CCN(C(=O)Cn2c(=O)sc3ccccc32)CC1
44) COc1cc(OC)c(/C=N/n2c(C3CCCCC3)n[nH]c2=S)c(OC)c1
43) COc1cccc(N=Cc2c[nH][nH]c2=O)c1
42) NC(=S)N/N=C/c1ccc(-c2cccc([N+](=O)[O-])c2)o1
41) CCc1ccc(N2CCN(C(=O)c3ccc4c(c3)OCO4)CC2)cc1

compound no.	45	44	43	42	41
aSyn UTR inh	3	3	-17	-31	12
HSF1 inh	3	-3	9	10	-2
GSK3 alpha inh	-2	-1	2	-1	-2
GSK3B inh	3	-1	1	1	5
KLF5 inh	-20	-45	-5	-24	4
HSF1 activator	2	13	4	15	-3
HSP90 refold inh	-1	-2	-1	2	-8
AI-2 QS modul	9	-1	0	14	30
PolyA inh	i	i	i	i	i
IEC-6 cytotox	2	-2	-9	-17	-7

Next part.
46) Cc1ccc(C(=O)O/N=C(\N)Cc2ccc([N+](=O)[O-])cc2)c(Cl)c1
47) CCOC(=O)C(Cc1ccc(O)cc1)NC(=O)CNC(=O)C1CCCN1C(=O)OC(C)(C)C (stereo unspecified)
48) COc1ccc(-c2cc(C(=O)N3CCN(c4ccc(F)cc4)CC3)no2)cc1OC
49) CC(C)Cc1nnc(NC(=O)CCC(=O)Nc2ccc3cn[nH]c3c2)s1
50) N#Cc1ccc(Cn2c(=O)c(C#N)c3n(c2=O)CCC3)cc1

compound no.	46	47	48	49	50
aSyn UTR inh	-73	3	11	-15	-19
HSF1 inh	4	3	6	-13	2
GSK3 alpha inh	-2	0	-3	-16	-5
GSK3B inh	0	-2	-3	1	2
KLF5 inh	0	-26	-4	-27	7
HSF1 activator	-8	10	28	-29	5
HSP90 refold inh	5	-4	3	-3	1
AI-2 QS modul	24	26	16	-6	-2
PolyA inh	i	i	i	i	i
IEC-6 cytotox	3	0	-4	-4	-3

51) O=S(=O)(c1ccc(Br)cc1)N1CCN(c2ccccc2)CC1
52) Cc1ccc(-n2ncc3c2CC(C)(C)CC3NC(=O)CCc2cnn(C)c2)cc1 (stereo unspecified)
53) Cc1cc(NC(=O)C(C)Oc2ccc(C(C)(C)C)cc2)no1 (stereo unspecified)
54) Cc1cc(NC(=O)c2ccccc2)ncc1NC(=O)c1ccco1
55) O=[N+]([O-])c1ccccc1/C=C/C=N/n1c(-c2ccco2)n[nH]c1=S
56) CCNc1cc(Cl)nc(SC)n1
57) O=S(=O)(c1ccc(Br)s1)N1CCCCC1

compound no.	51	52	53	54	55	56	57
aSyn UTR inh	10	7	28	-115	20	-4	16
HSF1 inh	1	-3	1	15	9	-3	-2
GSK3 alpha inh	2	-1	-1	9	0	-2	1
GSK3B inh	3	3	1	-9	-2	0	3
KLF5 inh	-3	-14	-15	-98	-3	-6	-29
HSF1 activator	2	0	6	21	11	0	2
HSP90 refold inh	-3	-1	-1	4	-3	2	4
AI-2 QS modul	25	18	12	16	46	9	12
PolyA inh	i	i	i	i	.	i	i
IEC-6 cytotox	-9	-2	2	10	-1	1	-1
